# From PubChem
# CCT chaperon mod: High-Throughput Screening for Modulators of Cytosolic Chaperonin Activity; purified chaperonin ATPase assay, HTRF ADP detection, 30 min; activity change, % (concentration not given with the values), hits read low; 360,000 tested, 0.3% active; AID 651819, 2012; in the data active = activity change below about -30%; note: % is set by controls: 0 for no effect and ±100 for the full control effect
#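 TRiC (40 or 20 nM final, by batch activity) in 30 mM Tris pH 7.4, 100 mM KCl, 5 mM MgCl2, 1 mM DTT was treated with compound at 76 uM single dose, then 10 uM ATP, 30 min at 37 °C. ADP was read by HTRF Transcreener.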
# S2 tox: Viability Counterscreen for Primary qHTS for Inhibitors of ATXN expression | S2 cells (HEK-293 line with an ATXN2-luciferase reporter) viability, CellTiter-Fluor protease fluorescence, 24 h | Potency, µM (top dose mostly 56.7 µM), usual class: cytotoxic | 400,000 tested, 0.49% active | AID 651635, 2014; note: potency is the fitted concentration of half-maximal effect; nearly all actives have a fitted effect of over 40% in size
# Nrf2 block: Nrf2 qHTS screen for inhibitors; Potency, µM (series often up to 46 µM), for inactives: at the top dose activity change, negative = inhibition, usual class: inhibitors; 360,000 tested, 2.1% active; A549 ARE-Fluc reporter, luciferase luminescence, 18-24 h; note: potency is the fitted concentration of half-maximal effect; % is set by controls: 0 for no effect and ±100 for the full control effect; nearly all actives have a fitted effect of over 60% in size
#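 A549 ARE_Fluc cells, 5000/well, 5% FBS OPTI-MEM; compounds in dose-response, 18-24 h at 37 °C/5% CO2; CellTiter-Fluor viability read (Ex 405/Em 525), then BugLite luciferase luminescence = Nrf2 activity.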
# Akt phos inh: HTS Assay for Inhibitors of Akt Phophorylation: Primary Screen; Neuro2A IGF-stimulated pAkt S473 HTRF, 20 min; stronger effect = lower value; activity change, % for hits at 50 µM; 360,000 tested, 0.32% active; AID 651550, 2012; in the data active = activity change below about -80%; inconclusive = mostly about -51% to -80%; note: % is set by controls: 0 for no effect and ±100 for the full control effect
#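 Single-point screen (50 µM final compound) in Neuro2A cells stimulated 20 min with 6 nM IGF at 37 deg C. After lysis, Ser473-phosphorylated Akt read by HTRF (ex 330 nm, em 615/665 nm) as the 665/615 ratio.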
# Mm-Cpn inhibitor: Inhibitors of TCP-1 ring complex (TRiC) of Methanococcus maripaludis (MmCpn): qHTS; Chaperonin Mm-Cpn (Methanococcus maripaludis); purified Mm-Cpn ATPase, ADP Transcreener TR-FRET; Potency, µM (doses to about 76.9 µM), for the others: at the top dose activity, negative = inhibition, most hits filed as inhibitors; 330,000 tested, 0.031% active; AID 504842, 2011; note: potency is the fitted concentration of half-maximal effect; % is set by controls: 0 for no effect and ±100 for the full control effect; nearly all actives have a fitted effect of over 80% in size
#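 Quantitative HTS used 25 nM Mm-CPN and 10 uM ATP in magnesium/KCl Tris buffer, pH 7.4, with 1 mM DTT. Hydrolysis ran 30 min at 37°C; ADP was read by HTRF.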
# HepG2 tox: qHTS for Inhibitors of TGF-b: Cytotox Counterscreen. HepG2 CAGA-GFP viability, ATP luminescence, 18 h. 410,000 tested, 0.76% active. Potency, µM (highest dose often 46.1 µM), inactives show at the highest dose activity change, negative = cytotoxicity, usual class: cytotoxic; note: potency is the fitted concentration of half-maximal effect; some results filed as inactive show a strong effect at the top dose
#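 HepG2 CAGA-GFP cells (1000/well, DMEM with 1% FBS) received compound, then TGF-beta at 500 pg/mL final, and were incubated 18 hours at 37 degrees C. Viability was read by CellTiter-Glo luminescence. Media-only wells were set as complete cell-killing and DMSO as no toxicity.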
# A549 tox: Nrf2 qHTS screen for inhibitors: counterscreen for cytotoxicity; A549 ARE-Fluc cells, CellTiter-Fluor viability, 18-24 h; Potency, µM (doses to about 46 µM), for inactives: top-dose activity change, negative = cytotoxicity, hits mostly inhibitors; 390,000 tested, 0.16% active; AID 504648, 2011; note: potency is the fitted concentration of half-maximal effect; % is set by controls: 0 for no effect and ±100 for the full control effect
#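 A549 ARE_Fluc cells in 5% FBS OPTI-MEM were exposed to compounds in concentration-response for 18-24 h at 37 deg C. Viability was read by CellTiter-Fluor fluorescence (Ex 405/Em 525) after 30 min, before the luciferase read.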
# Nrf2 ARE act: qHTS of Nrf2 Activators | AREc32 ARE-luciferase reporter (MCF7-derived line), luminescence, 24 h | Potency, µM (top dose mostly 46.1 µM), without a hit: at the highest dose activation, actives largely listed as activators | 410,000 tested, 0.31% active | AID 624171, 2012; note: potency is the fitted concentration of half-maximal effect; % of control where 0% means no effect; nearly all actives have a fitted effect of over 65% in size
#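 Cells of the AREc32 ARE-luciferase line are plated in OPTI-MEM containing 5% FBS and left overnight at 37 deg C. Compounds are pinned in, incubation continues 24 hr, and firefly luciferase signal is then measured.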
# TGFb SMAD3 inh: qHTS for Inhibitors of TGF-b | Potency, µM (top dose mostly 46.1 µM), without a hit: top-dose activity, negative = inhibition, usual class: inhibitors | HepG2 CAGA-GFP TGF-b/SMAD3 reporter, GFP fluorescence, 18 h; TGF-beta stimulated, 500 pg/mL final | AID 588855, 2011 | 410,000 tested, 1.2% active; note: potency is the fitted concentration of half-maximal effect; % is set by controls: 0 for no effect and ±100 for the full control effect; nearly all actives have a fitted effect of over 65% in size
#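 Cell-based qHTS in HEPG2 carrying a CAGA-GFP Smad reporter; compounds added before 500 pg/mL final TGF-beta, 18 h incubation at 37 degrees C, GFP fluorescence quantified per cell by imaging cytometry.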
# Active calls of the source: *; i = inactive; ? = inconclusive; . = no result given; & = joins results of further samples; [ ] = remark or other dose. Unless noted, calls come from the whole dose curve; as a rule, active = well fitted curve in the direction sought with a large enough effect; inconclusive = small, poorly fitted or top-dose-only effect, or another doubt; inactive = no such curve, though single readings can be large; an effect the other way counts as inactive or inconclusive.
SMILES,CCT chaperon mod,S2 tox,Nrf2 block,Akt phos inh,Mm-Cpn inhibitor,HepG2 tox,A549 tox,Nrf2 ARE act,TGFb SMAD3 inh
O=C(c1ccc(CS(=O)(=O)c2ccccc2)o1)N1CCN(c2ncccn2)CC1,0.0,i,-9%,i,2%,-2%,-5%,-1.1%,-2%
Cc1c(CN(C)CCc2ccccc2)c(=O)n(-c2ccccc2)n1C,-11,i,3%,.,1%,-4%,-4%,-0.6%,4%
COCCCN1C(=O)C(CC(=O)NCc2ccco2)CC(C(=O)N(C)C)=C1C (configuration not stated),-1.1,i,.,i,.,5%,.,0.5%,-1%
CCS(=O)(=O)c1ccc2oc(Nc3ccc(C(C)C)cc3)nc2c1,-2.3,i,?,i,2%,-5%,-13%,1.1%,11%
C=CCc1ccc(OCCOCCNCCOC)c(OC)c1,-0.1,i,3%,.,1%,-7%,1%,-0.6%,10%
Cn1cc(C(=O)N2CCCCCC2)c(=O)c2cc(S(=O)(=O)N3CCCCC3)ccc21,-0.8,i,?,.,-1%,-1%,-26%,-0.8%,-1%
CC1CCN(S(=O)(=O)c2ccc3c(c2)N(CC(=O)N(C)Cc2ccco2)C(=O)CO3)CC1,-8.4,i,?,.,-3%,-6%,-16%,-0.7%,-23%
CC1CC(C)CN(C(=O)c2cn(C)c3ccc(S(=O)(=O)N(C)C)cc3c2=O)C1 (configuration not stated),0.8,i,13%,i,1%,6%,-1%,0.5%,2%
COc1ccccc1NC(=O)C1=C(C)Nc2nc(SCc3ccccc3F)nn2C1c1ccncc1 (configuration not stated),.,i,-11%[9.27 µM],.,.,-3%,-1%,-0.1%,23%
Brc1ccc(Cn2c(-c3cncs3)nc3ccccc32)cc1,-3.1,i,5%,i,-8%,-23%,3%,2.5%,-4%
COc1ccc(OCC2CCCN(Cc3nc(CC4CC4)no3)C2)cc1 (configuration not stated),-1.0,i,?,i,3%,-22%,3%,3.0%,-9%
CSc1nnc(-c2ccc(C(F)(F)F)cn2)o1,-1.0,i,11%,i,-1%,3%,1%,4.1%,-4%
CC(C)(C)C(=O)NC1(C(F)(F)F)NC(=O)N(c2ccc(F)cc2)C1=O (configuration not stated),2.1,i,7%&4%,i,-6%,3%&3%,1%&-1%,2.2%&-0.3%,2%&10%
Cc1cc2c(c(=O)o1)C(c1ccc([N+](=O)[O-])o1)C(C#N)=C(N)O2 (configuration not stated),-3.5,i,-4%,i,-3%,17%,-18%,4.3%,-4%
O=C(NCc1ccccn1)c1ccc(S(=O)(=O)Nc2ccccc2F)cc1,1.6,i,10%,i,0%,-7%,1%,-0.7%,0%
COC(=O)c1ccc(C2/C(=C(/O)c3ccc(OC(C)C)cc3)C(=O)C(=O)N2c2cc(C)on2)cc1 (configuration not stated),-1.1,i,?,i,-20%,-15%,-5%,-0.7%,7%
CSc1ncccc1C(=O)OCc1c(F)cccc1Cl,-1.3,i,0%,i,-1%,1%,0%,2.7%,2%
COc1ccc(N(CC(=O)Nc2ccc(OC)c(OC)c2)S(=O)(=O)c2ccccc2)cc1Cl,-1.2,i,-8%,i,-1%,-40%,-1%,4.4%,-18%
COc1ccc(C2/C(=C(/O)c3ccc4c(c3)CC(C)O4)C(=O)C(=O)N2CCN2CCOCC2)cc1 (configuration not stated),0.1,i,-13%,i,0%,2%,-10%,0.1%,7%
COc1ccc2cc(C(=O)NCc3ccco3)c(=Nc3ccc(C(=O)O)cc3)oc2c1,0.3,i,-4%,-112%*,0%,-2%,-19%,3.1%,10%

# Compounds from the list above containing an aryl methoxy group:
SMILES,CCT chaperon mod,S2 tox,Nrf2 block,Akt phos inh,Mm-Cpn inhibitor,HepG2 tox,A549 tox,Nrf2 ARE act,TGFb SMAD3 inh
C=CCc1ccc(OCCOCCNCCOC)c(OC)c1,-0.1,i,3%,.,1%,-7%,1%,-0.6%,10%
COc1ccccc1NC(=O)C1=C(C)Nc2nc(SCc3ccccc3F)nn2C1c1ccncc1 (configuration not stated),.,i,-11%[9.27 µM],.,.,-3%,-1%,-0.1%,23%
COc1ccc(OCC2CCCN(Cc3nc(CC4CC4)no3)C2)cc1 (configuration not stated),-1.0,i,?,i,3%,-22%,3%,3.0%,-9%
COc1ccc(N(CC(=O)Nc2ccc(OC)c(OC)c2)S(=O)(=O)c2ccccc2)cc1Cl,-1.2,i,-8%,i,-1%,-40%,-1%,4.4%,-18%
COc1ccc(C2/C(=C(/O)c3ccc4c(c3)CC(C)O4)C(=O)C(=O)N2CCN2CCOCC2)cc1 (configuration not stated),0.1,i,-13%,i,0%,2%,-10%,0.1%,7%
COc1ccc2cc(C(=O)NCc3ccco3)c(=Nc3ccc(C(=O)O)cc3)oc2c1,0.3,i,-4%,-112%*,0%,-2%,-19%,3.1%,10%

# Later entries:
SMILES,CCT chaperon mod,S2 tox,Nrf2 block,Akt phos inh,Mm-Cpn inhibitor,HepG2 tox,A549 tox,Nrf2 ARE act,TGFb SMAD3 inh
COCCCNC(=O)c1ccc(Cn2c(=O)c3ccccc3n(CC(=O)Nc3c(C)cccc3C)c2=O)cc1,.,i,-5%,.,.,-13%,-4%,-0.6%,-25%
CC(C)C(NC(=O)C1CC(=O)N(Cc2ccccc2)C1)c1nc2ccccc2[nH]1 (configuration not stated),-2.3,i,-2%,i,-2%,6%,-1%,-0.4%,9%
CCOCCCNC(=O)c1[nH]c2cc(C)ccc2c1Sc1ccc(Cl)cc1,.,i,4%,.,.,-8%,1%,4.3%,0%
COc1ccc(-c2csc3ncnc(Sc4nnnn4C)c23)cc1,.,?,-10%&1%,.,-10%,-69%,-3%&-14%,?,18µM*
Cc1ccc(S(=O)(=O)N2CCN(C(=O)C3CCN(c4ncnc5sc(C)c(C)c45)CC3)CC2)c(C)c1,0.9,i,8.2µM*,i,.,4%,-10%,0.3%,-7%
CN(C)c1ccc(-c2nc3cc(N)ccc3o2)cc1,-1.1,i,?,i,-12%,-29%,-23%,-1.4%,-19%
CC(C)(C)NC(=O)COC(=O)/C=C/c1ccccc1[N+](=O)[O-],-2.1,i,6%,i,-2%,-20%,-2%,17%,1%
CCOc1ccc(C(=O)c2cn(Cc3ccccc3)c3c(F)cc(F)cc3c2=O)cc1,.,?,?,.,.,0%,-9%,1.1%,11%
Cc1cccc(OCCC(=O)NCC(c2ccco2)N2CCCCC2)c1 (configuration not stated),-1.4,i,7%,i,-1%,-13%,1%,0.3%,-5%
Cc1cc(OC(=O)c2ccco2)c2c(C)cc(=O)oc2c1,-1.5,i,12%,i,.,-6%,-10%,3.5%,-7%
CCN(CC(=O)Nc1ccc2c(c1)OCCO2)S(=O)(=O)c1cccs1,-2.7,i,13%,i,0%,5%,-4%,3.4%,-9%
COc1ccc(-c2nc3ccccc3[nH]2)cc1,1.0,i,?,i,-1%,7.9µM*,4%,-1.7%,8%
Nn1c(-c2cccc([N+](=O)[O-])c2)nc2ccccc2c1=O,-2.3,i,4%,i,3%,-24%,3%,7.8%,0%
CC(C(=O)NCCCc1ccccc1)c1ccc([N+](=O)[O-])cc1 (configuration not stated),-2.2,i,-4%,i,0%,-9%,2%,-0.5%,0%
COc1ccccc1OCCCCn1ncc2ccc(OC)c(OC)c2c1=O,2.5,i,-33%,i,0%,-22%,11%,4.9%,1%
NNc1nc2c(-c3cccc(C(F)(F)F)c3)nnn2c2ccccc12,0.3,i,-1%,i,-2%,-55%,-4%,5.5%,?
COc1ccccc1C(=O)NCc1ccccn1,0.4,?,5%,i,2%,-1%,0%,0.8%,2%
COc1cccc(C(=O)Nc2nc3ccc(S(=O)(=O)N4CCCC4)cc3s2)c1,.,?,.,.,.,-43%,-21%,-2.2%,?
Cn1c(=O)oc2cc(S(=O)(=O)N3CCCC(C(=O)Nc4ccc5c(c4)OCCO5)C3)ccc21 (configuration not stated),0.6,i,15%,i,0%,3%,3%,3.2%,?
COc1ccc(-c2nnc(-c3ccccc3O)o2)cc1,-0.4,i,?,i,-2%,0%,5%,6.2%,-8%
O=C(O)c1ccc(NC(=O)C2CCN(S(=O)(=O)c3ccc4c(c3)OCCO4)CC2)cc1,-0.4,i,.,i,.,-4%,.,-0.1%,11%
COc1cccc(OCC(=O)NNC(=O)c2ccc(-c3ccccc3)cc2)c1,0.8,i,1%,i,-1%,-3%,0%,-0.6%,-5%
CC(OC(=O)c1ccco1)C(=O)Nc1ncc(Cl)cc1Cl (configuration not stated),-1.2,?,13%,i,-1%,-17%,1%,0.8%,?
C=Cc1ccc(CN2CCCN(Cc3ccc(Cl)cc3)S2(=O)=O)cc1,2.0,i,2%,i,-1%,-17%,-1%,3.3%,-17%
CCOc1ccc(NC(=O)CCn2cnc3onc(-c4ccc(F)cc4)c3c2=O)cc1,.,i,8%,.,.,-9%,0%,-0.5%,0%
CC(=O)N(/N=C/c1cccc(C)c1)c1nc(-c2ccc(Br)cc2)cs1,-0.6,i,12%,i,1%,-9%,-3%,0.2%,-8%
CCC(C)NC(=O)CSc1nc2c(sc3ccccc32)c(=O)n1CCCN1CCOCC1 (configuration not stated),-0.5,.,2%,.,3%,10%,-2%,0.4%,0%

# Taken from above.
# Nrf2 ARE act result of COc1cccc(OCC(=O)NNC(=O)c2ccc(-c3ccccc3)cc2)c1 : -0.6%
# Nrf2 ARE act result of CCC(C)NC(=O)CSc1nc2c(sc3ccccc32)c(=O)n1CCCN1CCOCC1 (configuration not stated) : 0.4%
